Compound activity as filed in PubChem.
MMP-13 inhibitor – MMP13 (human) collagenase inhibition. AID 570. P45452. MMP-13 fTHP FRET cleavage, Mca fluorescence. hit rate 0.07% among 65,000. inhibition, % at 4 µM;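 active means inhibition above the mean of compound-free control plate wells plus 3 SD, cut at about 14% in these data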;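 further: 0% = DMSO wells and 100% = wells with reference MMP-13 inhibitor after basal subtraction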
ROCK2 blocker – blocks human Rho kinase 2 activity; O75116; purified ROCK2, Kinase-Glo ATP depletion luminescence; inhibition, % at 6 µM; hit rate 0.35% among 60,000;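 active means inhibition above the screen-wide mean inhibition plus 3 SD, cut at about 18% in these data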;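 further: plate controls were DMSO wells for no effect and Y-27632 control wells after no-enzyme background subtraction for full effect; many of its hits are not listed in these tables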
TNAP act DEA – activators of human TNAP at intermediate phosphate acceptor | purified TNAP, CDP-star luminescence, 100 mM DEA, 30 min; hits give high values; scale: 0 levamisole-inhibited, 1 vehicle-only enzyme | activation factor at 20 µM | 64,000 tested, under 10 active | AID 813;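 active means activation factor of at least 2 at 20 µM, relative to controls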
Target sequence (P05186 whole entry, looked up): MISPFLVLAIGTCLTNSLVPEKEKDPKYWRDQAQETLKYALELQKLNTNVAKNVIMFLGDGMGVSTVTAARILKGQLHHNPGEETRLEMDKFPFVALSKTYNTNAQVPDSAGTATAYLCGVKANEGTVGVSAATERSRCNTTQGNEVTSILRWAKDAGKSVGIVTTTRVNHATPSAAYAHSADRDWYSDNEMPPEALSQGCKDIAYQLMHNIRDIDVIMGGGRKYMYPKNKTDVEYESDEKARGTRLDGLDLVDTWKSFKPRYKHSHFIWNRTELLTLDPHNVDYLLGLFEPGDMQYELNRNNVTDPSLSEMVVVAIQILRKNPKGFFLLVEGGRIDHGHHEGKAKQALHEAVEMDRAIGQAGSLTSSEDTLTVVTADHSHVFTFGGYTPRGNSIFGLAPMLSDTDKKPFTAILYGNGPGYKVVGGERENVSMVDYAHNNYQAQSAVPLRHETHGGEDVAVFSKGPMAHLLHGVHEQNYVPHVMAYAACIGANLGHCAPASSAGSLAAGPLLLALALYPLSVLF
Jurkat viability – cytotoxicity toward Jurkat cells. Jurkat E6.1 viability, ATP luminescence, 48 h. inhibition, % at 4 µM. hit rate 1.2% among 56,000. AID 463;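 active means inhibition above the mean inhibition of all tested compounds plus 3 SD, cut at about 28% in these data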
PKA inh – inhibitors of human protein kinase A. P17612. PKA Kemptide phosphorylation, Kinase-Glo ATP luminescence. inhibition, % at 6 µM. hit rate 0.1% among 65,000;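 active means inhibition above the screen-wide mean inhibition plus 3 SD, cut at about 21% in these data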; further: many of its hits are not listed in these tables
MKP-1 inh – blocks human MKP-1 phosphatase activity; recombinant MKP-1, OMFP hydrolysis fluorescence; inhibition, %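 (compounds tested at a single concentration somewhere between 10 and 100 µM)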; hit rate 0.15% among 65,000; P28562;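 active means inhibition above about 50%, limit read from the data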;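 further: 0% = DMSO max control wells and 100% = wells with enzyme stopped by NaOH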
JNK3 blocker – inhibitors of human JNK3 kinase; purified JNK3 kinase activity, HTS; inhibition, % at 8 µM; hit rate 0.61% among 60,000; AID 746; in the data active means inhibition above about 17%;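 further: 0% = DMSO and 100% = reference inhibitor; many of its hits are not listed in these tables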
Target sequence (P53779 whole entry, looked up): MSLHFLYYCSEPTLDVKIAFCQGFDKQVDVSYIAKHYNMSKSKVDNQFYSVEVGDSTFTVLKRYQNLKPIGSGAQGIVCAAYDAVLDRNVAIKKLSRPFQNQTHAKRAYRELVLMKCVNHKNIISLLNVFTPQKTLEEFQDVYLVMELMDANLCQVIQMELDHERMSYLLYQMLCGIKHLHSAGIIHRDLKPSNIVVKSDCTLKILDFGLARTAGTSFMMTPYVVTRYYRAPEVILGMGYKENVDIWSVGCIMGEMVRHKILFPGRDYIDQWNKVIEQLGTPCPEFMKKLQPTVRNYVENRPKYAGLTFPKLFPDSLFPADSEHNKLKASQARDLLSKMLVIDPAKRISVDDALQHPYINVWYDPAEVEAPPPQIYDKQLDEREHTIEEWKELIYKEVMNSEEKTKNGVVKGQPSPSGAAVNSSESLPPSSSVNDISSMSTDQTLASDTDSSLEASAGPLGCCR
Cdc25B inh – human M-phase inducer phosphatase 2 inhibition; P30305; recombinant Cdc25B, OMFP fluorescence Ex485/Em525; inhibition, %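 (compounds tested at 10 µM final in the well)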; hit rate 0.1% among 65,000; in the data active means inhibition above about 50%
HEK293 NFkB inh – lowers PMA/ionomycin-induced NF-kB signal in HEK293 cells | AID 465 | inhibition, % at 3 µM | hit rate 0.21% among 62,000 | HEK-293 NF-kB luciferase reporter, luminescence;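 active means inhibition above the mean of all tested compounds plus 3 SD, cut at about 40% in these data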;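 further: 0% = stimulated DMSO wells and 100% = 10 µM reference inhibitor 5653914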
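System – HEK-293 cells with stable firefly luciferase reporter driven by four HIV NF-kB elements · Doses – one dose, 3 µM · Schedule – 1 h compound pre-incubation, 16 h PMA/ionomycin at 37 °C · Technique – luminescence from luciferase substrate reagent · Measure – percent inhibition normalized per plate to DMSO and reference-inhibitor controls · Replicates – tested once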
Active calls of the source: *; [ ] = another dose, or the depositor's remark.

The opening 3 entries, to show the layout:
COc1ccc(CCN2C(=O)c3[nH]nc(-c4ccccc4O)c3C2c2ccccc2)cc1OC (configuration not stated) was read as MMP-13 inhibitor -5, ROCK2 blocker 3, TNAP act DEA 1, Jurkat viability 9, PKA inh 3, MKP-1 inh -5, JNK3 blocker 1, Cdc25B inh 3 and HEK293 NFkB inh 3.
O=C(NCc1cccc(Cl)c1)c1cccnc1 was read as MMP-13 inhibitor 4, ROCK2 blocker 8, TNAP act DEA 0.9, Jurkat viability -1, PKA inh 8, MKP-1 inh 1, JNK3 blocker 7, Cdc25B inh -1 and HEK293 NFkB inh 2.
O=S(=O)(Nc1ccc(-c2cn3ccsc3n2)cc1)c1ccc2c(c1)OCCO2 was read as MMP-13 inhibitor 2, ROCK2 blocker 3, TNAP act DEA 0.9, Jurkat viability 0, PKA inh 7, MKP-1 inh 11, JNK3 blocker -8, Cdc25B inh -15 and HEK293 NFkB inh 20.

Results (from the top)
COc1ccc(CCN2C(=O)c3[nH]nc(-c4ccccc4O)c3C2c2ccccc2)cc1OC (configuration not stated) was read as MMP-13 inhibitor -5, ROCK2 blocker 3, TNAP act DEA 1, Jurkat viability 9, PKA inh 3, MKP-1 inh -5, JNK3 blocker 1, Cdc25B inh 3 and HEK293 NFkB inh 3.
O=C(NCc1cccc(Cl)c1)c1cccnc1 was read as MMP-13 inhibitor 4, ROCK2 blocker 8, TNAP act DEA 0.9, Jurkat viability -1, PKA inh 8, MKP-1 inh 1, JNK3 blocker 7, Cdc25B inh -1 and HEK293 NFkB inh 2.
O=S(=O)(Nc1ccc(-c2cn3ccsc3n2)cc1)c1ccc2c(c1)OCCO2 was read as MMP-13 inhibitor 2, ROCK2 blocker 3, TNAP act DEA 0.9, Jurkat viability 0, PKA inh 7, MKP-1 inh 11, JNK3 blocker -8, Cdc25B inh -15 and HEK293 NFkB inh 20.
For Cc1cc(C(=O)CN2C(=O)NC(C)(c3cccc(Br)c3)C2=O)c(C)n1Cc1ccco1 (configuration not stated) the results were MMP-13 inhibitor -2, ROCK2 blocker 1, TNAP act DEA 0.9, Jurkat viability 1, PKA inh 5, MKP-1 inh 31, JNK3 blocker -3, Cdc25B inh 3 and HEK293 NFkB inh 13.
CCOc1[nH]c(/N=C/c2ccco2)c(C#N)c1C#N was read as MMP-13 inhibitor -5, ROCK2 blocker 4, TNAP act DEA 0.9, Jurkat viability -14, PKA inh 6, MKP-1 inh -23, JNK3 blocker -1, Cdc25B inh 2 and HEK293 NFkB inh 6.
Screening COc1ccc2cc(CN(C(=O)Nc3ccccc3)C3CCCC3)c(=O)[nH]c2c1 returned MMP-13 inhibitor -4, ROCK2 blocker 4, TNAP act DEA 0.9, Jurkat viability -2, PKA inh 4, MKP-1 inh 6, JNK3 blocker 1, Cdc25B inh 15 and HEK293 NFkB inh 8.
For S=C(Nc1ccccn1)c1ccccn1 the results were MMP-13 inhibitor -4, ROCK2 blocker 2, TNAP act DEA 1, Jurkat viability 0, PKA inh 5, MKP-1 inh 1, JNK3 blocker 6, Cdc25B inh -3 and HEK293 NFkB inh -27.
For NC(=O)NC(CC(=O)OCC(=O)NC(=O)NCc1ccco1)c1ccc(Cl)cc1 (configuration not stated) the results were MMP-13 inhibitor 6, ROCK2 blocker 4, TNAP act DEA 0.9, Jurkat viability 10, PKA inh 8, MKP-1 inh 8, JNK3 blocker -4, Cdc25B inh -9 and HEK293 NFkB inh 13.
COc1ccc(NC(=O)c2ccco2)cc1NC(=O)c1cc2ccccc2o1 was read as MMP-13 inhibitor -2, ROCK2 blocker 1, TNAP act DEA 0.9, Jurkat viability -2, PKA inh 0, MKP-1 inh -3, JNK3 blocker 3, Cdc25B inh 12 and HEK293 NFkB inh 13.
CCOc1ccccc1C1NC(=O)NC(C)=C1C(=O)OC1CCCC1C (configuration not stated) was read as MMP-13 inhibitor -12, ROCK2 blocker 3, TNAP act DEA 0.9, Jurkat viability -2, PKA inh 10, MKP-1 inh 13, JNK3 blocker -9, Cdc25B inh 1 and HEK293 NFkB inh 9.
Screening COc1ccccc1NC(=O)Oc1ccc(NC(=O)c2ccco2)cc1 returned MMP-13 inhibitor 5, ROCK2 blocker -3, TNAP act DEA 0.9, Jurkat viability 6, PKA inh 1, MKP-1 inh -13, JNK3 blocker -4, Cdc25B inh 3 and HEK293 NFkB inh -2.
Cc1cc(OCCOCCN(C)CCO)cc(C)c1Cl was read as MMP-13 inhibitor 3, ROCK2 blocker 3, TNAP act DEA 1, Jurkat viability -5, PKA inh 12, MKP-1 inh 7, JNK3 blocker -6, Cdc25B inh -6 and HEK293 NFkB inh -4.
Cc1cc(C)nc(Nc2nc(C)c3cc4c(cc3n2)OCO4)n1 was read as MMP-13 inhibitor -24, ROCK2 blocker 4, TNAP act DEA 0.9, Jurkat viability -5, PKA inh 9, MKP-1 inh 2, JNK3 blocker -11, Cdc25B inh -11 and HEK293 NFkB inh 1.
c1ccc(-n2nc3c(ccc4cnnc43)[nH]2)cc1 was read as MMP-13 inhibitor -150[fluorescence artefact?], ROCK2 blocker 8, TNAP act DEA 1, Jurkat viability 2, PKA inh 1, MKP-1 inh -2, JNK3 blocker 30*, Cdc25B inh 2 and HEK293 NFkB inh -27.
For CCN(CCCNC(=O)Cn1cc2c(n1)CCCC2)c1cccc(C)c1 the results were MMP-13 inhibitor -4, ROCK2 blocker 4, TNAP act DEA 0.9, Jurkat viability 4, PKA inh -3, MKP-1 inh 2, JNK3 blocker 5, Cdc25B inh -16 and HEK293 NFkB inh 2.
Screening O=C(O)C1=C(C(=O)N2CCN(C(=O)c3ccco3)CC2)CCCC1 returned MMP-13 inhibitor 0, ROCK2 blocker 2, TNAP act DEA 0.9, Jurkat viability 4, PKA inh 9, MKP-1 inh 8, JNK3 blocker 0, Cdc25B inh -4 and HEK293 NFkB inh 5.
For CCOC(=O)c1nnn(-c2nonc2N)c1CN1CCCCCC1 the results were MMP-13 inhibitor 5, ROCK2 blocker 2, TNAP act DEA 1, Jurkat viability -5, PKA inh -1, MKP-1 inh 13, JNK3 blocker -4, Cdc25B inh 0 and HEK293 NFkB inh 7.
Screening O=C(Nc1ccc(O)c(C(=O)O)c1)c1ccc2c(c1)C(=O)N(CC1CCCO1)C2=O (configuration not stated) returned MMP-13 inhibitor 3, ROCK2 blocker 4, TNAP act DEA 0.9, Jurkat viability 7, PKA inh 9, MKP-1 inh 7, JNK3 blocker 3, Cdc25B inh 2 and HEK293 NFkB inh 19.
Screening Cc1sc(NC(=O)CSc2nnc(COc3ccc(Cl)cc3)n2C)c(C#N)c1C returned MMP-13 inhibitor 2, ROCK2 blocker 0, TNAP act DEA 1, Jurkat viability -7, PKA inh -5, MKP-1 inh 10, JNK3 blocker 0, Cdc25B inh -3 and HEK293 NFkB inh 18.
Cc1ccc(-n2ncc3c(=O)n(CC#N)cnc32)cc1C was read as MMP-13 inhibitor 0, ROCK2 blocker -1, TNAP act DEA 0.9, Jurkat viability -2, PKA inh 8, MKP-1 inh 1, JNK3 blocker 5, Cdc25B inh -7 and HEK293 NFkB inh 22.
`COC(=O)c1ccccc1NC(=O)Cn1c(=O)oc2ccc(Cl)cc21` gave MMP-13 inhibitor -1, ROCK2 blocker 2, TNAP act DEA 1, Jurkat viability 0, PKA inh 0, MKP-1 inh 0, JNK3 blocker 1, Cdc25B inh -5 and HEK293 NFkB inh -3.
Screening O=C1NCC2=C1C(c1ccccc1)Nc1ccccc1N2 (configuration not stated) returned MMP-13 inhibitor -4, ROCK2 blocker 3, TNAP act DEA 0.9, Jurkat viability -5, PKA inh 8, MKP-1 inh -1, JNK3 blocker -9, Cdc25B inh 0 and HEK293 NFkB inh 5.
COCCn1nnnc1C(c1ccc(OC)cc1)N1CCC(C)CC1 (configuration not stated) was read as MMP-13 inhibitor 3, ROCK2 blocker 6, TNAP act DEA 0.9, Jurkat viability 0, PKA inh 5, MKP-1 inh -2, JNK3 blocker 6, Cdc25B inh -9 and HEK293 NFkB inh 8.
For CCOC(=O)c1cnc2nc(C)[nH]n2c1=O the results were MMP-13 inhibitor 5, ROCK2 blocker -6, TNAP act DEA 1, Jurkat viability 1, PKA inh -4, MKP-1 inh 1, JNK3 blocker -5, Cdc25B inh -6 and HEK293 NFkB inh 4.
Screening CCn1nnnc1SCC(=O)NCc1cccs1 returned MMP-13 inhibitor 1, ROCK2 blocker -3, TNAP act DEA 0.9, Jurkat viability -4, PKA inh -2, MKP-1 inh 1, JNK3 blocker 4, Cdc25B inh -9 and HEK293 NFkB inh 17.
CCOC(=O)c1ccc(NC(=O)N2CCc3ccccc32)cc1 was read as MMP-13 inhibitor 3, ROCK2 blocker -7, TNAP act DEA 0.9, Jurkat viability 2, PKA inh 6, MKP-1 inh 3, JNK3 blocker 1, Cdc25B inh -18 and HEK293 NFkB inh -32.
Screening COc1ccc(N(CC(=O)N2CCN(Cc3ccc4c(c3)OCO4)CC2)S(C)(=O)=O)cc1OC returned MMP-13 inhibitor -1, ROCK2 blocker 3, TNAP act DEA 1, Jurkat viability 3, PKA inh 5, MKP-1 inh -1, JNK3 blocker 4, Cdc25B inh -7 and HEK293 NFkB inh 20.
O=C(Nc1ccc(Cl)c(C(F)(F)F)c1)c1ccco1 was read as MMP-13 inhibitor 6, ROCK2 blocker -2, TNAP act DEA 0.8, Jurkat viability 8, PKA inh -8, MKP-1 inh 13, JNK3 blocker 0, Cdc25B inh -1 and HEK293 NFkB inh 7.
Screening COCc1nnc(N)s1 returned MMP-13 inhibitor -2, ROCK2 blocker 4, TNAP act DEA 0.9, Jurkat viability -10, PKA inh 10, MKP-1 inh -6, JNK3 blocker -4, Cdc25B inh 3 and HEK293 NFkB inh 13.
O=C1CC(/C=C/c2ccco2)=Nc2ccccc2N1 was read as MMP-13 inhibitor 2, ROCK2 blocker 5, TNAP act DEA 0.9, Jurkat viability -4, PKA inh 10, MKP-1 inh 35, JNK3 blocker 0, Cdc25B inh 15 and HEK293 NFkB inh 14.
COCCCNC(=O)C1CC(=O)N(CCc2ccc(OC)c(OC)c2)C1 (configuration not stated) was read as MMP-13 inhibitor -4, ROCK2 blocker -1, TNAP act DEA 1, Jurkat viability 0, PKA inh 5, MKP-1 inh -3, JNK3 blocker -2, Cdc25B inh -14 and HEK293 NFkB inh 18.
`O=C(NCCc1nc2ccccc2[nH]1)c1ccco1` gave MMP-13 inhibitor 2, ROCK2 blocker -3, TNAP act DEA 0.9, Jurkat viability -3, PKA inh -4, MKP-1 inh 11, JNK3 blocker -9, Cdc25B inh 7 and HEK293 NFkB inh -4.
`CCOc1ccc(C2C(C(=O)c3ccc(C)o3)=C(O)C(=O)N2CCN2CCOCC2)cc1OC` (configuration not stated) gave MMP-13 inhibitor 0, ROCK2 blocker 6, TNAP act DEA 1, PKA inh 9, MKP-1 inh -10, JNK3 blocker 0 and Cdc25B inh 0.
`CCC(=O)NCC(c1cccs1)N1CCOCC1` (configuration not stated) gave MMP-13 inhibitor 1, ROCK2 blocker 6, TNAP act DEA 0.9, Jurkat viability -6, PKA inh 8, MKP-1 inh 0, JNK3 blocker -10, Cdc25B inh 21 and HEK293 NFkB inh 10.
COc1ccc(OC)c(S(=O)(=O)N2CCC(C(=O)NCCc3ccc(OC)c(OC)c3)CC2)c1 was read as MMP-13 inhibitor 0, ROCK2 blocker 8, TNAP act DEA 1, Jurkat viability 4, PKA inh 12, MKP-1 inh 11, JNK3 blocker 1, Cdc25B inh -10 and HEK293 NFkB inh -5.
Cc1cc(NS(=O)(=O)c2ccc(NC(=O)COc3ccccc3C(C)C)cc2)no1 was read as MMP-13 inhibitor -1, ROCK2 blocker 4, TNAP act DEA 0.9, Jurkat viability -10, PKA inh 4, MKP-1 inh 22, JNK3 blocker 0, Cdc25B inh -24 and HEK293 NFkB inh -3.
`Cc1csc(NC(=O)NC2(C(F)(F)F)Oc3ccccc3O2)n1` gave MMP-13 inhibitor 7, TNAP act DEA 1, PKA inh 10, MKP-1 inh 7, Cdc25B inh -7 and HEK293 NFkB inh 12.
